Bioassay records (PubChem)
SIRT5 block – blocks human SIRT5 desuccinylation of peptide; Purified SirT5, succinyl-peptide AMC, trypsin-coupled fluorescence; inhibition, % at 15 µM; 1.1% of 330,000 active; AID 652115; Q9NXA8; in the data active = inhibition above about 15%
Target sequence (Q9NXA8 whole entry, looked up): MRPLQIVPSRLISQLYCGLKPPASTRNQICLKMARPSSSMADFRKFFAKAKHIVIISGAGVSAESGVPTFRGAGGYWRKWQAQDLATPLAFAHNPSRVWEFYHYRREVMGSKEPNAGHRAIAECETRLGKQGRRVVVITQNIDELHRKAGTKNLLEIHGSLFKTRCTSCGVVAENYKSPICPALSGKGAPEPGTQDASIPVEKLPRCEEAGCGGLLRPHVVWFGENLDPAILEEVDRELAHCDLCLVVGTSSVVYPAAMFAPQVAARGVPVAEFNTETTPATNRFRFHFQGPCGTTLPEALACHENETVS
ERp5 inh – ERp5 (human) disulfide isomerase inhibition; ERp5 insulin aggregation, absorbance 650 nm, 90 min; Q15084; AID 651711; inhibition, % at 9.99 µM; 0.05% of 350,000 active;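 active = mean replicate inhibition above about 25%, with every replicate also reaching it, limit read from the data, passing the limit was not always enough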
Target sequence (Q15084 whole entry, looked up): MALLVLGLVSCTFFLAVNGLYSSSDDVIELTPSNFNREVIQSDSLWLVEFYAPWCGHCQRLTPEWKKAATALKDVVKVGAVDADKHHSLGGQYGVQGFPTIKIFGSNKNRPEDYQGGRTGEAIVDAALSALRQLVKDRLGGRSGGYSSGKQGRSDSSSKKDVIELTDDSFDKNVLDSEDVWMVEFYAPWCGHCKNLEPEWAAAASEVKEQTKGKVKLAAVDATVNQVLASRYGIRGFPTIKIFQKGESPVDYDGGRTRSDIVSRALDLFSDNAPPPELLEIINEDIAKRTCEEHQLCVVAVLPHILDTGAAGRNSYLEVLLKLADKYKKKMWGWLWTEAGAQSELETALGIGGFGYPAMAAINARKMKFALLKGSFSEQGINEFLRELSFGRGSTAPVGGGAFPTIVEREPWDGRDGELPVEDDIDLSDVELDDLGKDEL
Cneo AK release – causes C. neoformans cell lysis. adenylate kinase release luminescence, 4 h; normalised: neutral wells 0, clomiphene wells 100. lysis activity, % at 15 µM. 0.2% of 360,000 active. AID 651654;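 active = mean lysis activity across replicates of at least 80%, whatever share of replicates individually reach that level; inactive = mean lysis activity below 80%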
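Test system: log-phase Cryptococcus neoformans yeast cells; Quantity: yeast cell density of 5 × 10^6 cells/mL; Buffer or medium: YPD; Doses: single compound concentration per well; Timing: 4 h at 37 °C static, read 1 h later; Measured by: AK luminescence; Read-out basis: lysis from increased AK signal; Control set: Clomiphene as positive control.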
C2C12 statin – suppression of simvastatin myotoxicity. C2C12 myotubes + simvastatin, ATP luminescence, 48 h; scaled: DMSO 0, geranylgeraniol control 100. 0.78% of 330,000 active. rescue of ATP level, % at 7.49 µM;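 active = mean ATP rescue above about 67%, or every replicate alone reaching that limit, limit read from the data, passing the limit was not always enough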;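 also: myotubes were challenged with 10 µM simvastatin during compound exposure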
miR-122 sensor – miR-122 inhibition in Huh7 cells; AID 602342; activation (reporter increase), % at 12.5 µM; 0.3% of 340,000 active; Huh7 miR-122 Renilla luciferase sensor, 48 h; neutral wells = 0, positive control = 100;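 active = mean replicate activation score at least 90 and every replicate individually at or above 90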;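 also: higher luciferase means less miR-122 activity so hits act as miR-122 inhibitors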
esBAF inh – blocks esBAF chromatin remodeling in mouse ES cells. reporter increase, % at 12.5 µM. Bmi1-luciferase knock-in reporter, 24 h; 100% = twice the neutral-well signal. 2% of 350,000 active; in the data active = activation above about 40%;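 also: 0% = median of the plate's neutral control wells and 100% = double that signal; a rise in the Bmi1 reporter signal indicates esBAF inhibition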
ARNT-TACC3 inh – disrupts binding between human ARNT and TACC3; AID 623870; AlphaScreen His-ARNT PAS-B/GST-TACC3 binding, luminescence; TACC3 fragment carries E629A point mutation; 0.66% of 390,000 active; inhibition, % at 9.99 µM;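 active = mean inhibition of replicates at least 50% and at least half of replicates each reaching 50%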;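 also: 0% = complete ARNT plus TACC3 wells and 100% = ARNT alone without TACC3; many hits fall short of the cut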
* = called active by the depositor; . = no result given; [ ] = another dose, or the depositor's remark.

SMILES | SIRT5 block | ERp5 inh | Cneo AK release | C2C12 statin | miR-122 sensor | esBAF inh | ARNT-TACC3 inh
O=c1c(Br)ccc(Br)cc1Br | -1 | -9 | -1 | -206 | 3 | -83 | -11
COC(=O)c1ccc(N=NN2CCCCCC2)cc1 | -1 | 2 | -4 | . | -6 | . | -2
C[C@@H]1CN([C@@H](C)CO)C(=O)c2cc(NC(=O)CCC(F)(F)F)ccc2O[C@@H]1CN(C)C(=O)Nc1ccc(C(F)(F)F)cc1 | -2 | -5 | -2 | -2 | 6[16.7 µM] | -1 | -4
CCNC(=O)C[C@H]1CC[C@@H](NC(=O)NC2CCCCC2)[C@@H](CO)O1 | 4 | -1 | -1 | -3 | . | -5 | 27
COc1cc2[nH]c(C(=O)N3CCN(C)CC3)cc2c(OC)c1OC | -2 | 10 | -1 | 11 | -3 | -6 | -7
COc1cccc(C(=O)N2C[C@H]3[C@@H](c4ccccc42)[C@@H](CO)N3Cc2ccccc2F)c1 | 0 | 0 | 4 | 26 | 0[16.7 µM] | 1 | 20
COc1ccc(N2CCN(CC(=O)Nc3ccc(C)cc3Br)CC2)cc1 | -1 | 4 | 1 | 2 | -5 | -6 | 4
C[C@@H](NC(=O)c1[nH]cnc1C(=O)Nc1ccccc1)c1ccccc1 | 1 | 3 | 0 | -12 | -2 | -85 | 20
Cc1cccn2c(=O)c3cc(C(=O)NCC4CCCO4)c(=N)n(C4CCCCC4)c3nc12 (configuration not stated) | -105 | -2 | 3 | -4 | -3 | -3 | -3
CC(C)C(=O)NCC(c1ccc2c(c1)OCO2)N1CCOCC1 (configuration not stated) | -7 | 9 | 0 | 26 | 3 | 1 | 1
Brc1ccc(-c2nnc3sc(CN4CCN(c5ccccc5)CC4)cn23)cc1 | -2 | -1 | 2 | . | 6 | -9 | 9
O=C(O)C1CCC(Cn2c(SCc3cc(=O)n4ccccc4n3)nc3ccsc3c2=O)CC1 (configuration not stated) | 1 | -9 | . | . | . | . | 2

Reprinted from the part before: six entries; new compounds follow.
SMILES | SIRT5 block | ERp5 inh | Cneo AK release | C2C12 statin | miR-122 sensor | esBAF inh | ARNT-TACC3 inh
COc1ccc(N2CCN(CC(=O)Nc3ccc(C)cc3Br)CC2)cc1 | -1 | 4 | 1 | 2 | -5 | -6 | 4
C[C@@H](NC(=O)c1[nH]cnc1C(=O)Nc1ccccc1)c1ccccc1 | 1 | 3 | 0 | -12 | -2 | -85 | 20
Cc1cccn2c(=O)c3cc(C(=O)NCC4CCCO4)c(=N)n(C4CCCCC4)c3nc12 (configuration not stated) | -105 | -2 | 3 | -4 | -3 | -3 | -3
CC(C)C(=O)NCC(c1ccc2c(c1)OCO2)N1CCOCC1 (configuration not stated) | -7 | 9 | 0 | 26 | 3 | 1 | 1
Brc1ccc(-c2nnc3sc(CN4CCN(c5ccccc5)CC4)cn23)cc1 | -2 | -1 | 2 | . | 6 | -9 | 9
O=C(O)C1CCC(Cn2c(SCc3cc(=O)n4ccccc4n3)nc3ccsc3c2=O)CC1 (configuration not stated) | 1 | -9 | . | . | . | . | 2
CCOC(=O)C1CCCN(C(=O)COc2ccc(C(=O)c3ccc(F)cc3)cc2)C1 (configuration not stated) | 0 | -3 | 2 | 8 | . | 2 | -8
C[C@@H]1CN([C@H](C)CO)S(=O)(=O)c2ccc(C3=CCCC3)cc2O[C@H]1CN(C)C(=O)CN(C)C | 1 | 6 | 0 | 1 | -4[16.7 µM] | 0 | 9
Nc1nc(CSc2ccccn2)nc(Nc2ccccc2)n1 | . | . | -3 | -2 | -12 | 52* | 13
O=C(Nc1cccc(F)c1)N1C[C@H]2[C@@H](c3ccccc31)[C@@H](CO)N2C(=O)Cc1ccccn1 | 1 | 0 | 22 | -3 | -7[16.7 µM] | 8 | -4
COCC(C)NC(=O)c1noc2c1CCc1cc(OC)ccc1-2 (configuration not stated) | . | . | -2 | . | -12 | . | -3
COc1cc(Br)c(CC(=O)NNC(=O)c2ccc(F)cc2)cc1OC | -1 | 2 | 0 | 1 | 3 | -3 | -1
O=C(Nc1ccc(OC(F)(F)F)cc1)c1ccc(-n2cncn2)nc1 | -6 | 3 | . | -14 | -5 | 0 | -19
CC(OC(=O)CN1C(=O)NC2(CCCCC2C)C1=O)c1ccccc1 (configuration not stated) | 1 | -1 | 0 | -18 | -5 | -3 | 1
COc1ccccc1CNC(=O)COC(=O)c1sc(C)nc1C | 1 | -15 | 0 | -4 | 15 | 7 | -19
CCC(=O)N1c2ccc(S(=O)(=O)CCC(=O)N3CCn4c3nc3ccccc34)cc2CC1C (configuration not stated) | . | . | 3 | 19 | -1 | -6 | 0
CCCN(C(=O)c1cccc(S(=O)(=O)N2CCN(Cc3ccccc3)CC2)c1)C1CCS(=O)(=O)C1 (configuration not stated) | 6 | 4 | -2 | 5 | -8 | . | 0
Cc1ccc2c(c1)/C(=N/O)CCS2 | . | . | 5 | -14 | -6 | -6 | -24
CN1C[C@H]2[C@@H](c3ccccc31)[C@@H](CO)N2Cc1ccccc1Cl | 3 | . | -13 | 1 | -21[16.7 µM] | 1 | 6
C[C@@H]1CN([C@H](C)CO)C(=O)c2cc(NC(=O)c3ccccc3)ccc2O[C@@H](C)CCCCO[C@H]1CN(C)C(=O)Cc1ccccc1 | 4 | -4 | 1 | . | -5[16.7 µM] | 3 | 4
COc1ccc(CC(=O)Nc2ncc([N+](=O)[O-])s2)cc1OC | 1 | 0 | 1 | 9 | -5 | -8 | 18*
NS(=O)(=O)c1ccc(Nc2c([N+](=O)[O-])cncc2[N+](=O)[O-])cc1 | 3 | 2 | -1 | -9 | -2 | -5 | -4
CC(=O)c1cc(C#N)c(N2CCCCC2)nc1C | -4 | -1 | 1 | 4 | 2 | 4 | -7
O=C(NC1CCCN(Cc2ccc(Cl)cc2)C1)c1c(F)cccc1F (configuration not stated) | -3 | 1 | -1 | 11 | -1 | -4 | 4
O=C(COc1ccc2ccc(=O)oc2c1)NC(Cc1ccc(Cl)cc1)C(=O)O (configuration not stated) | . | 2 | -1 | -2 | -4 | 6 | -6
COCCCNC(=O)COc1ccc(-c2nccc(-c3ccccn3)n2)cc1 | . | . | -2 | 19 | -10 | -42 | 2
O=C(COC(=O)c1ncc(Cl)c(Cl)c1Cl)NCc1cccs1 | -5 | 2 | -1 | 6 | . | -7 | -5
CC(C)NC(=O)N(C)C[C@@H]1Oc2ccc(NC(=O)C3CCCCC3)cc2C(=O)N([C@@H](C)CO)C[C@@H]1C | -7 | -4 | -4 | 4 | 6[16.7 µM] | 1 | -25
COc1cccc2c1cc1c(=O)n(CC(=O)NC3CCCCC3)nc(C)n12 | . | . | 0 | 11 | 3 | 12 | 2
COc1cccc(CNC(=O)COc2ccc(C(=O)c3ccccc3)cc2)c1 | -3 | 11 | 1 | -1 | -4 | 2 | 1

Molecules from the list above that contain an aryl thioether with sulfur outside any ring (2):
SMILES | SIRT5 block | ERp5 inh | Cneo AK release | C2C12 statin | miR-122 sensor | esBAF inh | ARNT-TACC3 inh
O=C(O)C1CCC(Cn2c(SCc3cc(=O)n4ccccc4n3)nc3ccsc3c2=O)CC1 (configuration not stated) | 1 | -9 | . | . | . | . | 2
Nc1nc(CSc2ccccn2)nc(Nc2ccccc2)n1 | . | . | -3 | -2 | -12 | 52* | 13

Other results.
SMILES | SIRT5 block | ERp5 inh | Cneo AK release | C2C12 statin | miR-122 sensor | esBAF inh | ARNT-TACC3 inh
COCC(=O)Nc1ccc2c(c1)OC[C@@H](C)N(Cc1ccncc1)C[C@@H](C)[C@H](OC)CN(C)C2=O | . | -3 | 0 | -12 | 1[16.7 µM] | -2 | 9
O=C1CSC(c2cccnc2)N1c1ccccc1 (configuration not stated) | . | 1 | -2 | 10 | 1 | -1 | -4
Cc1ccc(S(=O)(=O)c2cc(Nc3ccccc3)ccc2O)cc1 | . | -2 | -2 | 11 | 19 | -7 | 3
C[C@@H](NC(=O)C[C@H]1C=C[C@@H](NC(=O)C2CCC2)[C@H](CO)O1)c1ccccc1 | 4 | 2 | 56 | 0 | . | -15 | -4
CCn1c(SCC(=O)Nc2nccs2)nnc1C1CC1 | -4 | -6 | -8 | -8 | -3 | 5 | .
CNC[C@@H]1Oc2cc(-c3cccnc3)ccc2S(=O)(=O)N([C@H](C)CO)C[C@H]1C | 0 | 6 | -7 | -6 | -3[16.7 µM] | -3 | 3
C[C@@H]1CN([C@@H](C)CO)C(=O)c2cc(C3=CCCCC3)cnc2O[C@H]1CN(C)Cc1cccnc1 | 0 | 0 | 41 | -7 | 10[16.7 µM] | 1 | 20
O=C(/C=C/c1ccc([N+](=O)[O-])cc1)c1cccs1 | -1 | 0 | -1 | -4 | 23 | 15 | 3
O=C(Cc1ccc(Cl)c(Cl)c1)Nc1ccc(SC(F)F)cc1 | -2 | -1 | -1 | -19 | 5 | 17 | -2
N#Cc1nc(Cc2ccccc2)oc1NCCN1CCOCC1 | 0 | -7 | 1 | -1 | 8 | 3 | 2
CC(=O)N1c2c(cc(Br)cc2S(=O)(=O)NCc2ccc(C)cc2)CC1C (configuration not stated) | -3 | 3 | 13 | -11 | 38 | -4 | 0
COc1ccc(CCNS(=O)(=O)c2ccc(Br)cc2)cc1 | -3 | 2 | 0 | 12 | . | 7 | .
O=C(O)CC(c1ccccc1)N1C(=O)c2cccc([N+](=O)[O-])c2C1=O (configuration not stated) | 0 | 0 | -2 | 1 | -1 | -8 | 1
C[C@H]1CN([C@@H](C)CO)C(=O)c2cc(C#CC3CCCCC3)cnc2O[C@@H]1CN(C)C(=O)NC1CCCC1 | 2 | 2 | 1 | 7 | 6[16.7 µM] | 0 | 9
COc1ccc(C(CNC(=O)COc2ccccc2)N2CCCCC2)cc1 (configuration not stated) | -1 | -4 | -1 | 10 | 1 | -1 | .
CC1CC(=O)N(CC(=O)Nc2ccc(Br)cc2)c2ccccc2S1(=O)=O (configuration not stated) | -2 | 2 | -3 | 0 | 3 | 0 | -9
CCCCNc1cc(C)nc(N2CCOCC2)n1 | . | . | -4 | 1 | 2 | -1 | -6
C[C@H]1CN([C@@H](C)CO)C(=O)c2cc(/C=C/c3ccccc3)cnc2O[C@@H]1CN(C)C(=O)c1cccnc1 | -13 | 2 | -4 | -14 | -5[16.7 µM] | 5 | 1
O=C(CCS(=O)(=O)Cc1ccccc1)NCCc1ccccc1 | 3 | 5 | . | . | . | . | -8
CO[C@@H]1CN(C)C(=O)c2ccc(NC(C)=O)cc2OC[C@H](C)N(Cc2cc(F)ccc2F)C[C@H]1C | 1 | -1 | -5 | 8 | 2[16.7 µM] | -2 | -8
Cc1ccc(NC(=O)CN2C(=O)NC(C)(c3ccccc3)C2=O)c(C)c1 (configuration not stated) | 1 | 4 | -3 | 2 | -1 | -5 | 2
Cc1ccc(-c2ccc3c(c2)O[C@@H](CN(C)C(=O)C2CCC2)[C@H](C)CN([C@@H](C)CO)S3(=O)=O)cc1 | 4 | 2 | -1 | 3 | -3[16.7 µM] | -5 | 1

Rewritten as comma-separated lines: part of the list above
SMILES,SIRT5 block,ERp5 inh,Cneo AK release,C2C12 statin,miR-122 sensor,esBAF inh,ARNT-TACC3 inh
O=C(O)CC(c1ccccc1)N1C(=O)c2cccc([N+](=O)[O-])c2C1=O (configuration not stated),0,0,-2,1,-1,-8,1
O=C(CCS(=O)(=O)Cc1ccccc1)NCCc1ccccc1,3,5,.,.,.,.,-8
CO[C@@H]1CN(C)C(=O)c2ccc(NC(C)=O)cc2OC[C@H](C)N(Cc2cc(F)ccc2F)C[C@H]1C,1,-1,-5,8,2[16.7 µM],-2,-8

Rows were taken by chance, and some 4% of all compounds hit somewhere here.
